Compound activity: PubChem, National Center for Advancing Translational Sciences (NCATS)
15-hLO-2 inh: inhibitors of human 15-lipoxygenase 2 (ALOX15B). O15296. actives 0.56% (n = 110,000). Potency, µM (titrated, usually from 57.1 µM), inactives show top-dose activity change, negative = inhibition, actives largely listed as inhibitors. purified 15hLO-2, xylenol orange hydroperoxide absorbance; further: potency means the concentration at half of the fitted maximal effect; nearly all actives have a fitted effect of over 60% in size; many of its hits are not listed in these tables
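Screening format was qHTS against 50 nM purified 15hLO-2 in Hepes pH 7.5 with detergent. Activity follows hydroperoxide formation from 45 uM arachidonic acid, measured as 573:405 nm absorbance ratio of the ferric-xylenol orange complex.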
PNC assembly inh: perinucleolar compartment assembly inhibition; PC3M PTB-GFP, PNC prevalence imaging, 16 h; hits give low values; activity change (PNC), negative = inhibition, % at 10 µM; actives 3.1% (n = 140,000); AID 2417;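 active means readout at or below -70, meaning at least 70% loss of cells showing the perinucleolar compartment, a nuclear body marking cancer cells; inconclusive means readout between -30 and a set limit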;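 further: plate controls were DMSO wells for no effect and camptothecin positive control wells for full effect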
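Compounds are pinned in duplicate onto adhered PC3M cells stably expressing GFP-tagged PTB and incubated 16 h at 37 C. Cells are then fixed, nuclei stained with Hoechst, and PNC-positive cells counted.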
IMPase inh: membrane-permeable compound that blocks inositol monophosphatase | inhibition (IP1 accumulation), % at 46.1 µM | P97697 | CHO-M1 cells, IP1 accumulation, HTRF TR-FRET ratio | AID 901 | 120,000 tested, under 10 active; active means well fitted curve in the direction sought with a large enough effect in the signal ratio, not every such curve was filed as active; inconclusive means small, poorly fitted or top-dose-only effect, or a change in a side signal; inactive means no such curve, though single readings can be large or run the other way; the % refers to the signal ratio;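 further: cells stimulated with carbachol in lithium chloride buffer; plate controls were DMSO basal wells for no effect and reference inhibitor wells for full effect; higher means more IMPase inhibition seen as more IP1 and lower FRET ratio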
Target sequence (P97697 whole entry, looked up): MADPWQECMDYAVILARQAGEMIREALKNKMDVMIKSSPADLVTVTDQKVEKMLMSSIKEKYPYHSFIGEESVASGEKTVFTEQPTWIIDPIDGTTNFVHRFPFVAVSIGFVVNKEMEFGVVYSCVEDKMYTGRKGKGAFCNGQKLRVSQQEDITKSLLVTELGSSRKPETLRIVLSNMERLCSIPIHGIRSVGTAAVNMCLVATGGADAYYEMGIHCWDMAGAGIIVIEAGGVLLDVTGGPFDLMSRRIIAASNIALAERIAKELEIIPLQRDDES
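CHO-M1, 2000 cells/well, cultured 16–30 h; cpd up to 46 uM; carbachol (50 uM solution, stimulation buffer w/ 50 mM LiCl, pH 7.4), 30 min 37C; IP-One TR-FRET, 10 min RT; Ex 320/Em 665, 620; Hill-fit AC50.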
12-hLO inh: 12-hLO (ALOX12) enzyme inhibition; P18054; purified 12-hLO, xylenol orange hydroperoxide absorbance; Potency, µM (highest dose often 57.1 µM), for inactives: at the highest dose activity change, negative = inhibition, most hits filed as inhibitors; actives 0.12% (n = 150,000); AID 1452; further: potency means the concentration at half of the fitted maximal effect; nearly all actives have a fitted effect of over 55% in size; many of its hits are not listed in these tables
Target sequence (P18054 whole entry, looked up): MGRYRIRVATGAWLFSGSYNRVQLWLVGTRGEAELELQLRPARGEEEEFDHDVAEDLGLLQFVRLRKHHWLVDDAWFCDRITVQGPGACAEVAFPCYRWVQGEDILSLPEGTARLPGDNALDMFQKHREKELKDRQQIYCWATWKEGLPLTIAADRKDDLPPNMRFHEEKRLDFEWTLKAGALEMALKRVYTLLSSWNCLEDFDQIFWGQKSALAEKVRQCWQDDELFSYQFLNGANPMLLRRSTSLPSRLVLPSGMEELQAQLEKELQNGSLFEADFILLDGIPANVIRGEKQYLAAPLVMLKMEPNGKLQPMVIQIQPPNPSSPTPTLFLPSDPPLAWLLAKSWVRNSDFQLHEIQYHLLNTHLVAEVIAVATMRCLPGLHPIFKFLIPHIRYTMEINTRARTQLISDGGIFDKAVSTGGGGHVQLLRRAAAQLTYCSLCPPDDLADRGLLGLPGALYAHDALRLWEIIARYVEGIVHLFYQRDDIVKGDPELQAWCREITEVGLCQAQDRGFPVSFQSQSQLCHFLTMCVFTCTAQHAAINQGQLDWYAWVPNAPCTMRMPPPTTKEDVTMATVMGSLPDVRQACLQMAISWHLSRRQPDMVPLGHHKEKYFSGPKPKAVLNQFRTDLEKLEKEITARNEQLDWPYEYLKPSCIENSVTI
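150 nM 12hLO, 25 mM Hepes pH 7.0 + 0.01% Triton X-100; cpd preinc 15 min RT; 40 uM arachidonic acid, 30 min RT; Fe-XO 30 min; A573/A405 ratio as read-out.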
The depositor's hits bear a star; ? = inconclusive; nt = not tested or not shown; [ ] = another dose, or the depositor's remark. Unless noted, the call rests on the fitted dose curve; in most records, active means well fitted curve in the direction sought with a large enough effect; inconclusive means small, poorly fitted or top-dose-only effect, or another doubt; inactive means no such curve, though single readings can be large; an effect the other way counts as inactive or inconclusive. Unless noted, on the % scale 0 is the no-effect control and ±100 the full control effect. Not all compounds are listed (hit frequency here may not be typical).

Preview:
SMILES	15-hLO-2 inh	PNC assembly inh	IMPase inh	12-hLO inh
Cc1ccc(S(=O)(=O)c2cc3c(=O)n4ccccc4nc3n(Cc3ccco3)c2=N)cc1C	nt	8	7	2%
CC(=O)c1cccc(NS(=O)(=O)c2ccc3c(c2)oc(=O)n3C)c1	4%	?	-8	-6%
COc1ccc(-c2nnc(SCC(=O)NC(C)c3ccccc3)o2)cc1OC (stereo not drawn)	-2%	-7	2	-1%
O=C(c1ccccc1C(=O)N1CCN(c2ccccc2)CC1)N1CCN(c2ccccc2)CC1	-3%	-9	5	0%

Main list (from the top)
SMILES	15-hLO-2 inh	PNC assembly inh	IMPase inh	12-hLO inh
Cc1ccc(S(=O)(=O)c2cc3c(=O)n4ccccc4nc3n(Cc3ccco3)c2=N)cc1C	nt	8	7	2%
CC(=O)c1cccc(NS(=O)(=O)c2ccc3c(c2)oc(=O)n3C)c1	4%	?	-8	-6%
COc1ccc(-c2nnc(SCC(=O)NC(C)c3ccccc3)o2)cc1OC (stereo not drawn)	-2%	-7	2	-1%
O=C(c1ccccc1C(=O)N1CCN(c2ccccc2)CC1)N1CCN(c2ccccc2)CC1	-3%	-9	5	0%
C=C(C)[C@H]1CC[C@]2(CO)CC[C@]3(C)[C@@H](CC[C@H]4[C@@]5(C)CC[C@@H](O)C(C)(C)[C@@H]5CC[C@@]43C)[C@H]12	3%[25.6 µM]	nt	6[20.6 µM]	0%[25.6 µM]
CCc1cc2cccc(C)c2nc1SCC(=O)c1ccc(NC(C)=O)cc1	8%[11.4 µM]	?	1[1.84 µM]	-1%
Cn1c(SCC2CCCO2)nnc1-c1ccncc1 (stereo not drawn)	2%	9	-6	0%
COc1cccc(C2c3c(-c4cc(Cl)c(C)cc4O)n[nH]c3C(=O)N2Cc2cccnc2)c1 (stereo not drawn)	23%	16	2	-11%
O=C1CC(N(O)C2CC(=O)N(Cc3ccccc3)C2=O)C(=O)N1Cc1ccccc1 (stereo not drawn)	?	38	-7	1%
O=C(c1ccccc1)[C@@H]1O[C@H]1c1ccc(-c2ccccc2)cc1	22%	nt	1	-4%
O=C(O)CNC(=S)N(Cc1cccs1)C1CCCCC1	nt	56	4	-4%
CC1(C)c2ccccc2N2CC(=O)NC21/C=C/c1ccco1 (stereo not drawn)	?	-17	-2	?
COc1ccc(CCNC(=O)COC(=O)c2ccc(Br)o2)cc1OC	-1%	-16	12	5%
Cc1nc(SCn2nnc3ccccc3c2=O)c2c(C)c(C)sc2n1	-2%	30	2	-2%
COc1ccc(C(=O)Nc2cc(C(F)(F)F)ccc2-n2cncn2)cc1	2%	-23	5	6%
O=C1CCCN1CC(O)CS(=O)(=O)c1ccc(Cl)cc1 (stereo not drawn)	5%	-5	-1	2%
CCOc1ccccc1OCCn1ncc2ccc(OC)c(OC)c2c1=O	-1%	15	?	-6%
Cc1cccc(NS(=O)(=O)c2ccc3nc(-c4ccccc4)[nH]c3c2)c1C	nt	-24	11	1%
O=C(CSc1nnc(-c2ccccc2Br)o1)N1CCN(C(=O)c2ccco2)CC1	-4%	-1	2	3%
C[C@H](NC(=O)[C@@H]1C[C@H]1[C@@H](NC(=O)OCc1ccccc1)c1ccccc1)c1ccccc1	1%	nt	nt	-4%
Oc1cnn(-c2ccccc2)c1	-6%	30	3	3%
CCOc1ccc2nc(COC(=O)c3ccco3)c(C(C)=O)[n+]([O-])c2c1	2%	-3	6	-8%
CN(C)CCCO[C@H]1[C@H]([C@H](O)CO)O[C@H]2OC(C)(C)O[C@@H]21	-5%	nt	4	-4%
Cc1nnc(NC(=O)c2ccc(C)c(S(=O)(=O)N3CCOCC3)c2)s1	-4%	?	12	-6%
CCN(CC(=O)NCc1ccc(F)cc1)C(=O)COc1ccc2ccccc2c1	nt	-1	-17	-3%

(more compounds)
SMILES	15-hLO-2 inh	PNC assembly inh	IMPase inh	12-hLO inh
O=C(Nc1ccc(Cl)cc1C(=O)Nc1ccncc1)c1ccco1	28%	0	0	-3%
OC(COc1ccc2ccccc2c1)Cn1ccnc1 (stereo not drawn)	40%[activator]	?	0	3%
COCCn1ccc(O)c(Cc2ccc(Cl)cc2)c1=O	8%[11.4 µM]	?	0[1.84 µM]	2%
CC(=O)OC1C(OC(C)=O)N(C(C)=O)C(=O)N1C(C)=O (stereo not drawn)	-1%	-21	4	-7%
CCOc1ccc(NC(=O)Cn2cncc2-c2ccc([N+](=O)[O-])cc2)cc1	nt	-5	2	1%
Nc1nc2ccc(-c3nc4ccccc4o3)cc2s1	nt	-4	-10	-2%
CCCSc1nnc2c(n1)OC(c1cccn1C)N(C(C)=O)c1ccccc1-2 (stereo not drawn)	4%	?	13	-8%
OCCN(CCO)Cc1ccc(Br)cc1	-4%	4	0	3%
Cc1cc(C)n2c(=S)[nH]nc2n1	6.3µM*	-139*	-12	?
CCOc1cc(NS(=O)(=O)CC)c(OCC)cc1NC(=O)c1ccco1	-11%	21	-1	-4%
CCOC(=O)c1oc2cc(O)ccc2c(=O)c1-c1ccccc1OC	?	47	2	4%
C=CCc1cccc(/C=N/n2cnnc2)c1O	7%	?	-1	2%
CC1CCN(C(NC(=O)c2ccco2)C(=O)c2ccccc2)CC1 (stereo not drawn)	-2%	29	-6	1%
CCN1CCCC1CNC(=O)CSc1cc(=O)n(CC)c2ccccc12 (stereo not drawn)	7%	30	-4	3%
Cn1nc(-c2ccc(Cl)cc2)c2cc(C(=O)N3CCN(c4ccccn4)CC3)sc21	35%[activator]	6	2	14%
COc1cc(-c2n[nH]c(=O)o2)cc(OC)c1OC	nt	21	9	-1%
CC(=O)COc1ccc2c3c(c(=O)oc2c1C)CCCCC3	-7%	55	10	-4%
CCCCC(NC(C)=O)c1nc2ccccc2n1CCCC (stereo not drawn)	13%	-7	-4	-2%
CCCOc1ccc(C(=O)O/N=C(\CC)c2ccc(C)cc2)cc1	nt	?	2	-2%
N/C(=N\OC(=O)Cc1cccs1)c1ccc(Br)cc1	nt	27	nt	-2%
CCCn1c(N)c(Sc2ccc(Cl)cc2)c(=O)n(CCC)c1=O	0%	-15	8	-6%
CCOc1ccc(NC(=O)CCCc2cc(-c3ccc(OCC)cc3)on2)cc1	-18%	-8	-1	-4%
COCCOC(=O)c1c(C)n(C)c2ccc(OC(=O)C3CC3)cc12	-4%	-26	9	-13%
COc1ccc(NC(=O)c2cc(Br)ccc2Cl)c(OC)c1	nt	-3	nt	-1%
Cc1cc(Br)ccc1NCc1ccccn1	nt	25	4	-3%

A stretch from further up, as a working copy:
SMILES	15-hLO-2 inh	PNC assembly inh	IMPase inh	12-hLO inh
O=C(Nc1ccc(Cl)cc1C(=O)Nc1ccncc1)c1ccco1	28%	0	0	-3%
OC(COc1ccc2ccccc2c1)Cn1ccnc1 (stereo not drawn)	40%[activator]	?	0	3%

Remaining list, next part
SMILES	15-hLO-2 inh	PNC assembly inh	IMPase inh	12-hLO inh
COc1ccc(NC(=O)CN(C2CCCCC2)S(C)(=O)=O)cc1OC	-7%	?	-8	0%
CCCc1c(OCCCOc2ccc(OCC(=O)O)cc2)ccc(C(C)=O)c1O	-17%	nt	11	-12%
CCCCOc1ccc(C(C)NC(=O)CCS(=O)(=O)Cc2ccccc2Cl)cc1 (stereo not drawn)	nt	-23	-1	-5%
CCCCn1c(SCC(=O)NCc2ccco2)nc2ccc(N3CCOCC3)cc2c1=O	-13%	?	-16	-2%
Cn1c(=O)c2[nH]c([C@@H]3CC(=O)C[C@H](c4nc5c([nH]4)c(=O)n(C)c(=O)n5C)N3)nc2n(C)c1=O	27%[11.4 µM]	nt	nt	-5%[11.4 µM]
Cc1ccccc1N1C(S)=C(C#N)C(=O)NC1c1cccs1 (stereo not drawn)	10%	-17	0	-7%
O=C(Nc1ccc2ccccc2c1)C(c1ccccc1)C1CCCC1 (stereo not drawn)	nt	-26	nt	-4%
COc1ccc(/C=C/C(=O)c2ccc3c4c(cccc24)CC3)cc1	nt	?	-7	1%
CCOc1ccc(NC(=O)CN2CCN(CC(=O)c3ccc(OCC)cc3)CC2)cc1	1%	4	-1	-16%
Cc1cc(C)n(-c2nc(-c3ccc(Cl)c(Cl)c3)cs2)n1	8%	25	5	2%
CCn1c(CSc2nc(C)cc(C)n2)nnc1SCC(=O)Nc1nc(-c2ccccc2)cs1	-1%	-17	15	-3%
O=C(CSc1nc2cc(Cl)ccc2s1)Nc1cccc(S(=O)(=O)N2CCOCC2)c1	nt	-11	-4	-1%
Cc1ccccc1OCC(=O)NC(=S)Nc1ccc(S(=O)(=O)NC2CCCCC2)cc1	-4%	10	9	4%
Cc1ccc(-c2nn(CC(N)=O)c(=O)c3ccccc23)cc1S(=O)(=O)N(C)C	0%	-3	3	5%
Cc1cc(C)nc(NC2=NCC(=O)N2c2ccccc2Br)n1	nt	-8	-11	-3%
CCOc1ccccc1CN1C(=O)c2ccccc2C1C(=O)NC(C)CC (stereo not drawn)	2%	-26	5	-4%
Cn1c(=NC(=O)c2ccc(S(=O)(=O)N3CCCc4ccccc43)cc2)sc2cc(S(C)(=O)=O)ccc21	nt	?	nt	0%
CN(Cc1cc([N+](=O)[O-])c2cccnc2c1O)C1CCCCC1	nt	20	nt	5%
CCCc1cc(=O)[nH]c(SCC(=O)N(C)CC(=O)Nc2ccc(C)cc2)n1	7%	-115*	7	0%
Cc1ccc(CNC(=O)C2CCN(S(=O)(=O)c3c(C)noc3/C=C/c3ccco3)CC2)cc1	-24%	0	1	-6%
COc1cccc(C2C(C#N)=C(N)Oc3cc(C)n(Cc4ccco4)c(=O)c32)c1 (stereo not drawn)	-1%	-16	-6	-10%
c1cc2nc(C34CC5CC(CC(C5)C3)C4)[nH]c2cn1	nt	-5	nt	-1%
Cn1c(SCC(=O)Nc2ccc3cn[nH]c3c2)nnc1-c1cccs1	1%	0	-4	0%
CCOC(=O)c1ccc(-c2ccc(C(=O)Nc3cccnc3)o2)cc1	-16%	-8	6	-6%
Brc1ccc(-c2noc(CCc3ccccc3)n2)o1	-4%	-22	0	2%

(listing goes on)
SMILES	15-hLO-2 inh	PNC assembly inh	IMPase inh	12-hLO inh
O=C1C(Cl)=C(NCCCO)C(=O)c2ccccc21	-2%	-6	21	1%
CC1(C)O[C@H]2OC([C@H](O)CON3C(=O)c4ccccc4C3=O)[C@H](O)[C@H]2O1 (stereo partly drawn)	nt	40	nt	-6%
O=C(CNC(=O)Cc1ccccc1)NCC(=O)OCC(=O)c1cccc2ccccc12	-6%	-16	2	-1%
COCCNC(=O)c1ccc2c(c1)NC(=O)CS2	-3%	-29	0	-4%
Cc1oc(-c2ccccc2F)nc1CS(=O)(=O)CC(=O)NC1CCCC1	-1%	43	-7	2%
O=C(Cc1ccccc1)NC1CCN(S(=O)(=O)c2cccc(F)c2)CC1	-1%	4	-7	0%
Cc1nnc(NC(=O)C2c3ccccc3Oc3ccccc32)s1	nt	205	7	-4%
CCC1=NN(C(=O)Cc2ccc(OC)c(OC)c2)C(O)(C(F)(F)F)C1 (stereo not drawn)	nt	-24	nt	1%
Cc1csc(SCC(=O)Nc2nc(-c3ccccc3)cs2)n1	6%	-21	0	-4%
O=C(Cn1ccc2ccccc2c1=O)NCCC(=O)Nc1ccc2c(c1)OCCO2	-4%	1	4	-4%
COc1cccc2[nH]c3c(N4CCCCC4)ncnc3c12	48%[activator]	1	15	3%
CC(=O)Nc1cccc(NC(=O)CSc2nnnn2C)c1	0%	21	4	-1%
Cc1nnc(SCC(=O)NC2CCCCC2)n(N)c1=O	0%	?	-4	1%
COc1cc(NC(=O)CSc2ncccc2C(=O)OC(C)C)cc(OC)c1	4%	27	0	8%
Cc1ccc(S(=O)(=O)Nc2ccc(-c3nnc(SCC#N)n3C)cc2)cc1	-1%	-9	6	-6%
COc1ccc2nc(NC(=O)CCc3nc(-c4ccccc4F)no3)sc2c1	-1%	?	-2	6%
CCCCOc1ccc(C(=O)N/N=C/c2cn[nH]c2-c2ccc(OC)c(OC)c2)cc1	nt	?	nt	-3%
Cc1ccc(S(=O)(=O)/N=C(\CCl)N2CCOCC2)cc1	nt	24	nt	0%
